RAD54 branch: blocks human RAD54 Holliday junction branch migration; Q92698; FAM/BHQ fluorescence; inhibition, % at 10.4 µM; hit rate 0.14% among 360,000;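 active = mean normalized replicate activity at least 40 and at least half of replicates scoring 40 or more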;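 also: 0% = median of neutral control wells and 100% = median of positive control wells; inhibitors cause a drop in the FAM fluorescence signal; in these data hits start at about 50%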
ERp5 inh: blocks human ERp5 reductase activity on insulin | Q15084 | ERp5 insulin aggregation, absorbance 650 nm, 90 min | inhibition, % at 9.99 µM | hit rate 0.05% among 350,000;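 active = mean replicate inhibition above about 25%, with every replicate also reaching it, limit read from the data, passing the limit was not always enough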
Target sequence (Q15084 whole entry, looked up): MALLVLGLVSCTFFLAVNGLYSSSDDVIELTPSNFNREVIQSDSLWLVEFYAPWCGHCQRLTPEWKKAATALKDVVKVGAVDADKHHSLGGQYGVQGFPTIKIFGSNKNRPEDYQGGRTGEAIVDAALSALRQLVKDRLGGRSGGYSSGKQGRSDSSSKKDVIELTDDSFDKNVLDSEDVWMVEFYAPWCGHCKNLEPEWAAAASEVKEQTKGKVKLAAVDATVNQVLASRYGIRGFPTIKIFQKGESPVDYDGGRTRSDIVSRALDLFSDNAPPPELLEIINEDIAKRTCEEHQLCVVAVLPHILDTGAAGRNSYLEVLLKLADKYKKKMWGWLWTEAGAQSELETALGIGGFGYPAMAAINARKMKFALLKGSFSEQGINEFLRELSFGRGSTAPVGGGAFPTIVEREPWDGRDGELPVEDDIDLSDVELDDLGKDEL
E-selectin induc: induces E-selectin expression in human endothelial cells | hit rate 0.37% among 260,000 | HUVEC E-selectin immunofluorescence imaging; normalized: neutral wells 0, TNF-alpha wells 100 | activation, % at 7.58 µM;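 active = mean E-selectin-positive cell signal at least 10% of the positive control, reached in at least 60% of replicates, without over 20% cell loss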;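 also: in these data hits start at about 27%; measured in HUVEC primary endothelial cells; signal is the percent of cells scored E-selectin positive by PE staining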
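Test system – human umbilical vein endothelial cells (HUVEC), E-selectin induction · Input – 3,000 HUVEC seeded per well · Buffer or medium – EGM-2, gelatin · Compound dosing – single-point compound dose · Detection – immunofluorescence imaging · Measure – percent E-selectin-positive cells · Controls – TNF-alpha high, DMSO low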
PglD inh: blocks C. jejuni PglD acetyltransferase activity | inhibition, % at 12.5 µM | hit rate 0.098% among 360,000 | purified PglD enzyme, DTNB colorimetric CoA detection | AID 602405; in the data active = inhibition above about 16%, passing the limit was not always enough; also: strong numbers were not always called active
ARNT TACC3 PPI: disruptors of human ARNT/TACC3 interaction. AID 623870. Q9Y6A5. hit rate 0.66% among 390,000. AlphaScreen His-ARNT PAS-B/GST-TACC3 binding, luminescence; TACC3 fragment carries E629A point mutation. inhibition, % at 9.99 µM;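 active = mean inhibition of replicates at least 50% and at least half of replicates each reaching 50%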;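 also: 0% = complete ARNT plus TACC3 wells and 100% = ARNT alone without TACC3; many hits fall short of the cut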
RAD52 inh: inhibitors of human RAD52 DNA annealing | P43351 | recombinant RAD52 DNA annealing, FRET fluorescence | inhibition, % at 18.7 µM | hit rate 0.46% among 360,000 | AID 651710;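 active = every replicate showing at least 50% inhibition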
CASP6 VEID inh: caspase-6 (human) enzyme inhibition. purified caspase-6, Z-VEID-R110 cleavage fluorescence. hit rate 0.53% among 350,000. inhibition, % at 12.5 µM. AID 686996. P55212;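 active = mean inhibition across replicates at least about 35%, with every replicate also reaching that limit, limit read from the data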;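 also: 0% = median of neutral control wells and 100% = no fluorescence left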
Target sequence (P55212 24-179 limits assumed): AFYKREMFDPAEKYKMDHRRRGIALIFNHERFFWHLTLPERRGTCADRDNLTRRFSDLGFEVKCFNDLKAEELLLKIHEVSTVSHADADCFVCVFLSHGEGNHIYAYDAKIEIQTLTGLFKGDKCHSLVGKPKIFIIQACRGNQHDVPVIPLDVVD
Target sequence (P55212 194-293 limits assumed): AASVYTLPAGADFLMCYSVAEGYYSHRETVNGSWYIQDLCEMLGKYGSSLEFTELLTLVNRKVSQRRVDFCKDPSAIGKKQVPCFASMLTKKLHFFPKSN
esBAF inh: blocks esBAF chromatin remodeling in mouse ES cells. Bmi1-luciferase knock-in reporter, 24 h; 100% = twice the neutral-well signal. hit rate 2% among 350,000. reporter increase, % at 12.5 µM; in the data active = activation above about 40%;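 also: 0% = median of the plate's neutral control wells and 100% = double that signal; a rise in the Bmi1 reporter signal indicates esBAF inhibition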
Starred values were filed as active, the others as inactive; . = not tested or not shown; & = joins results of further samples; ! = repeats disagree.

item	compound	RAD54 branch	ERp5 inh	E-selectin induc	PglD inh	ARNT TACC3 PPI	RAD52 inh	CASP6 VEID inh	esBAF inh
1	CSCCC(NC(=O)c1ccccc1C)C(=O)O (stereo not given)	0	2	-4.9	0	-8	-9	-1	6
2	Cc1cc(=O)oc2cc(OCC(=O)OCC(=O)N3CCC(C)CC3)ccc12	.	-5	.	.	-3	-16	-3	.
3	COCC(=O)Nc1ccc2c(c1)OC[C@H](C)N(C(=O)C1CCCC1)C[C@@H](C)[C@@H](OC)CN(C)C2=O	-9	.	0.0	0	8	.	.	-1
4	O=C(N/N=C/c1c[nH]c2ccccc12)c1cc(Br)ccc1O	-2	-1	0.8	12	24	-30	6	24
5	O=C(Nc1nccs1)[C@@H]1[C@@H](CO)[C@@H]2Cn3c(ccc(-c4cccnc4)c3=O)[C@@H]2N1CC1CCCC1	1	-1	-0.4	-7	0	14	3	-2
6	Cc1nn(C)c(C)c1C(C)NC(=O)c1cc(COc2cncc(Cl)c2)on1 (stereo not given)	-6	2	.	4	2	9	-3	-10
7	CCCCNc1c(-c2ccc(OC)c(SC3CCCCC3)c2)nc2cnccn12	4	.	.	-1	-19	.	.	-5
8	CC(C)(C)OC(=O)N1Cc2ccccc2C[C@H]1C(=O)NCC(=O)Nc1ccc2c(c1)OCCO2	12	2	.	4	-6	-5	4	-44
9	CCOC(=O)CCC(=O)Nc1ccc(S(=O)(=O)Nc2cc(OC)nc(OC)n2)cc1	-6	-11	0.3	-7	-6	-16	1	6
10	CCCCn1c(NC(=O)c2ccc(Br)o2)c(S(=O)(=O)c2ccccc2)c2nc3ccccc3nc21	1	.	.	-4	21	.	.	-11
11	O=[N+]([O-])c1ccc(S(=O)(=O)NCCS(=O)(=O)N2CCN(c3ccccc3)CC2)cc1	1	3	.	-1	-3	-12	-1	-4
12	CCS(=O)(=O)N1CC(=O)N2[C@H](CO)[C@@H](c3ccc(-c4ccccc4F)cc3)[C@H]2C1	.	6	-0.6	.	.	-41	5	.
13	CCOc1ccc(C(O)(c2ccccc2)C(CN2CCCC2)c2ccccc2)cc1 (stereo not given)	17	1	-0.2	7	-5	-12	-8	3
14	COc1cccc(C(C)=NNc2ccc([N+](=O)[O-])cc2[N+](=O)[O-])c1OC	-5	0	0.1	-2	.	-6	.	-5
15	Cc1cccc(NC2=NC(C)(C)N=C(N)N2)c1	2	2	-0.5	1	-4	-3	-2	.
16	Cc1cccc(NC(=O)c2cccc(NC(=O)Cc3cccs3)c2)c1	.	-11	.	.	-4	-39	-1	.
17	COc1cc(C(=O)COC(=O)C2CCCCC2)cc(OC)c1OC	-2	-3	-0.4	1	-8	-7	1	3
18	Cc1nn(Cc2ccccc2)c(C)c1CNC(=O)c1ccc(F)c(S(=O)(=O)N2CCOCC2)c1	-3	-6	-1.2	4	0	-6	-2	4
19	COc1ccc(S(=O)(=O)N2CCCOC2CNC(=O)C(=O)NCCc2ccco2)cc1OC (stereo not given)	-1	7	.	1	-2	-12	6	-7
20	COc1ccc2c3c([nH]c2c1)C1(NCC3)C(=O)Nc2ccccc21 (stereo not given)	3	-1	2.2	-5	2	-2	4	-4
21	COc1ccc(C(=O)Nc2ncc(C)s2)cc1S(=O)(=O)N1CCOCC1	-4	3	-0.2	-5	5	-11	3	-1
22	Cc1ccc(C(=O)N2CCN(Cc3ccc4c(c3)OCO4)CC2)cc1S(=O)(=O)N1CCOCC1	.	1	-1.4	.	.	-17	0	.
23	CCCNC(=O)N1CC2(C1)[C@@H](c1ccccc1)[C@@H](CO)N2Cc1ccc(F)cc1	.	-1	-0.4	.	.	-11	-1	.
24	CC(=O)N(C)C[C@@H]1[C@H](c2ccc(-c3cccc(C#N)c3)cc2)[C@H](CO)N1C(C)=O	.	-4	0.0	.	.	-14	-1	.
25	O=C(c1ccc2nc3ccccc3c(=O)n2c1)N1CCN(Cc2ccc3c(c2)OCO3)CC1	-8	.	.	-4	22	.	.	-1

3 compounds already listed, sorted by the number in RAD52 inh, largest number first.
entry | smiles | RAD52 inh
14 | COc1cccc(C(C)=NNc2ccc([N+](=O)[O-])cc2[N+](=O)[O-])c1OC | -6
23 | CCCNC(=O)N1CC2(C1)[C@@H](c1ccccc1)[C@@H](CO)N2Cc1ccc(F)cc1 | -11
22 | Cc1ccc(C(=O)N2CCN(Cc3ccc4c(c3)OCO4)CC2)cc1S(=O)(=O)N1CCOCC1 | -17

(listing goes on)
item	compound	RAD54 branch	ERp5 inh	E-selectin induc	PglD inh	ARNT TACC3 PPI	RAD52 inh	CASP6 VEID inh	esBAF inh
26	Cc1ccc(S(=O)(=O)N[C@@H]2CC[C@H](CCn3cc(-c4cccnc4)nn3)O[C@@H]2CO)cc1	-2	-10	-2.4	15	5	2	0	2
27	CCCCC1(c2ccc(F)cc2)NC(=O)N(CC(=O)Nc2ccc(N3CCOCC3)cc2)C1=O (stereo not given)	-16	-1	0.4	.	11	-10	1	5
28	CN(Cc1ccccc1)C(=O)COC(=O)c1ccc(S(=O)(=O)N(C)C)cc1	.	-2	0.6	.	-1	-1	-3	3
29	CC1=Nc2cc(Cl)ccc2Oc2ccccc21	.	0	-0.8	.	-4	-3	-2	.
30	Cc1cc(C(=O)OCC(=O)Nc2ccc(F)cc2[N+](=O)[O-])c2ccccc2n1	-3	-5	.	1	12	-5	2	.
31	Cc1ccc(NCCCn2cnc(C(=O)Nc3ccc(C)c(C)c3)n2)cc1C	-25	-17	.	3	.	4	-4	-3
32	O=C(C1CC1)N1C[C@H]2[C@@H](c3ccccc31)[C@@H](CO)N2C(=O)Nc1cccc(F)c1	-2	-4	0.0	-1	.	3	-3	2
33	CSc1ccc(Cl)c(C(=O)OCC(=O)NCc2ccco2)c1	1	.	.	0	24	.	.	-5
34	COc1cc(NC(=O)C/C(C)=N/NC(=O)C(OC)c2ccccc2)c(OC)cc1Cl (stereo not given)	-1	.	0.2	-2	5	.	.	.
35	CCCOc1ccccc1/C=N/Nc1ccnc(=O)[nH]1	-3	-2	0.1	-3	-10	-78	-1	5
36	CC1=C(C(=O)OC2CCCCCC2)C(c2ccc(C)o2)C2=C(CCCC2=O)N1 (stereo not given)	-7	0	.	4	-28	1	6	-5
37	COc1cc(OC)c(C2=NOC(C(=O)N3CCCc4ccccc43)C2)cc1Cl (stereo not given)	3	.	.	3	-11	.	.	-1
38	S=c1[nH]nc(C2(c3ccccc3)CCCC2)o1	.	-4	-0.1	.	-1	-10	-3	.
39	C[C@@H]1CN([C@@H](C)CO)C(=O)c2cccc(NC(=O)Nc3ccc(C(F)(F)F)cc3)c2O[C@@H]1CN(C)C(=O)Nc1ccccc1	6	-3	-0.1	2	1	-5	5	-1
40	O=C(CN1CCN(c2ccc(F)cc2)CC1)N1CCOCC1	6	.	.	7	-2	.	.	-7
41	Cc1ccc(NC(=O)c2cc(-c3cc(F)ccc3OCC3CCCO3)n[nH]2)cc1NS(C)(=O)=O (stereo not given)	-9	0	8.0	-6	.	5	2	5
42	C[C@H]1CN([C@@H](C)CO)C(=O)c2cc(-c3cccc(C#N)c3)cnc2O[C@H]1CN(C)Cc1ccncc1	5	14	0.2	2	-6	6	0	-2
43	CCOCCCNC(=O)Cn1cc2c(n1)CCCC2	-3	5	0.7	5	.	-7	-1	0
44	O=C(CCCN1C(=O)/C(=C/c2cccs2)SC1=S)Nc1ccccc1O	2	1	2.3	0	2	-19	0	-1
45	CCN(CC)c1ccc(NC(=O)C2=CC=CN3CCS(=O)(=O)N=C23)cc1	10	-24	.	-7	18	-18	1	12
46	C[C@@H]1CN([C@@H](C)CO)C(=O)c2ccccc2-c2ccccc2CO[C@H]1CN(C)S(=O)(=O)c1ccc(C#N)cc1	-2	-1	-0.4	1	2	11	-7	-5
47	CCN(CC)c1nc(N)nc(NS(=O)(=O)c2ccc(Cl)cc2)n1	-6	.	.	-1	-6	.	.	-4
48	CC1(C)C2CCC(C2)C1(C)NC(=O)CNCc1cccs1 (stereo not given)	.	2	.	.	1	-8	0	.
49	O=C(CSCc1c(Cl)cccc1Cl)NCC1CCCO1 (stereo not given)	-5	.	.	-2	-7	.	.	1
50	CC1=C(C(=O)N2CCCCCC2)CC(CC(=O)NCCCCc2ccccc2)C(=O)N1CCC1=CCCCC1 (stereo not given)	.	5	-0.1	.	.	-11	1	.

Part of the list above, screen by screen:
30	Cc1cc(C(=O)OCC(=O)Nc2ccc(F)cc2[N+](=O)[O-])c2ccccc2n1
44	O=C(CCCN1C(=O)/C(=C/c2cccs2)SC1=S)Nc1ccccc1O
38	S=c1[nH]nc(C2(c3ccccc3)CCCC2)o1

compound no.	30	44	38
RAD54 branch	-3	2	.
ERp5 inh	-5	1	-4
E-selectin induc	.	2.3	-0.1
PglD inh	1	0	.
ARNT TACC3 PPI	12	2	-1
RAD52 inh	-5	-19	-10
CASP6 VEID inh	2	0	-3
esBAF inh	.	-1	.

Part of the list above in order of molecular weight, low to high.
item	compound	RAD54 branch	ERp5 inh	E-selectin induc	PglD inh	ARNT TACC3 PPI	RAD52 inh	CASP6 VEID inh	esBAF inh
38	S=c1[nH]nc(C2(c3ccccc3)CCCC2)o1	.	-4	-0.1	.	-1	-10	-3	.
47	CCN(CC)c1nc(N)nc(NS(=O)(=O)c2ccc(Cl)cc2)n1	-6	.	.	-1	-6	.	.	-4
32	O=C(C1CC1)N1C[C@H]2[C@@H](c3ccccc31)[C@@H](CO)N2C(=O)Nc1cccc(F)c1	-2	-4	0.0	-1	.	3	-3	2
34	COc1cc(NC(=O)C/C(C)=N/NC(=O)C(OC)c2ccccc2)c(OC)cc1Cl (stereo not given)	-1	.	0.2	-2	5	.	.	.

Carrying on.
item	compound	RAD54 branch	ERp5 inh	E-selectin induc	PglD inh	ARNT TACC3 PPI	RAD52 inh	CASP6 VEID inh	esBAF inh
51	Cc1ccc(Cl)c(Nc2ccccc2C(=O)O)c1Cl	-4&-6&-6	1&-2	-0.1&0.0	0&-1&-10	-3&-3&-14	-15&-15	-1	-3&3&3
52	O=C(c1ccccc1NS(=O)(=O)c1ccccc1[N+](=O)[O-])N1CCCC1	-2	9	0.7	.	-3	-6	-3	.
53	CCN1CCN(Cc2ccc(NC(=O)c3cc(NC(=O)c4cnnc5ccccc45)cc(OC)c3)cc2C(F)(F)F)CC1	22&12	0&8	-0.2&0.0	7&5	7	70*!	-9&-9	-6&-8
54	Cc1ccc(S(=O)(=O)N(C)C[C@H]2OCCCC[C@@H](C)Oc3ccc(NC(=O)NC(C)C)cc3C(=O)N([C@@H](C)CO)C[C@@H]2C)cc1	-5	0	0.0	-3	-5	-11	2	-10
55	COc1ccc(S(=O)(=O)NC2CC(=O)N(c3cccc(F)c3)C2)cc1OC (stereo not given)	-6	-2	0.3	3	-3	-8	1	.
